STK33 kinase inh: blocks human STK33 kinase activity. Q9BYT3. purified STK33, MBP phosphorylation, ADP-Glo luminescence. inhibition, % at 10 µM. 320,000 compounds, 0.073% hits. AID 2661;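 active = inhibition at or above 25%, using the most active replicate where run in duplicate; inactive = inhibition below 25%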
Target sequence (Q9BYT3 whole entry, looked up): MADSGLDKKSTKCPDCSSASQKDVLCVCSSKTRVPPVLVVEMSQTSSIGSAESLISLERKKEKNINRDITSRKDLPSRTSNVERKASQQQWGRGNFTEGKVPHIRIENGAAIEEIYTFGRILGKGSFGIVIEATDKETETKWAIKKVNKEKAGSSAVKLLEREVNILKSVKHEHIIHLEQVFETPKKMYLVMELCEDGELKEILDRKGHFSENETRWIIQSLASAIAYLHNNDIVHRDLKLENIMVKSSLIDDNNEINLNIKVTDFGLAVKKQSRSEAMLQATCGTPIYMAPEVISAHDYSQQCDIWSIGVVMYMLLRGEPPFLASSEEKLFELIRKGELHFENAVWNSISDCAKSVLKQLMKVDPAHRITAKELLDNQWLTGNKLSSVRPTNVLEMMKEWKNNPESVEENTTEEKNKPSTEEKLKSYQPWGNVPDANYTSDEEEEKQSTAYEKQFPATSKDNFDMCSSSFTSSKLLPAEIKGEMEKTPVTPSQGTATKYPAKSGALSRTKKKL
Kir21 block: inhibitors of mouse Kir2.1 inward-rectifier potassium channel | HEK293-Kir2.1, FluxOR thallium flux fluorescence; active compounds read low | 310,000 compounds, 0.85% hits | AID 1672 | B-score at 10 µM;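 active = fluorescence ratio B-score at or below minus 3 SD of library scores, with starting-brightness B-score within 2 SD, cut at about -4.2 in these data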;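 note: channel flux triggered by added potassium and thallium sulfate stimulus; B-score of peak minus minimum fluorescence over baseline after thallium stimulus; more negative B-score means stronger Kir2.1 block with less thallium influx; some compounds called inactive have numbers as strong as hits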
Target sequence (P35561 whole entry, looked up): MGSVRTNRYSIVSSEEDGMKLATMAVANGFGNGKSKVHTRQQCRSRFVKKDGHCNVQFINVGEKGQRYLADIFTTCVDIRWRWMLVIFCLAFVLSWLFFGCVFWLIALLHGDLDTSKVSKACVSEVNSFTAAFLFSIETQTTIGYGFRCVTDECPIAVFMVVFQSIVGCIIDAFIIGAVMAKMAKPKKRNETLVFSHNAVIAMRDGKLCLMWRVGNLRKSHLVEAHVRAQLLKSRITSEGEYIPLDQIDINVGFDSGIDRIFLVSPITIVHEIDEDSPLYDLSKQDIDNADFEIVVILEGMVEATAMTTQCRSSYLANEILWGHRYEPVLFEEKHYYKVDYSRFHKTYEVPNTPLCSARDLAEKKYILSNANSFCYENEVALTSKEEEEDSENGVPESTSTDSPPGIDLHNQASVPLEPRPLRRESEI
* hit, by the source's call; nt = no result given.

SMILES | STK33 kinase inh | Kir21 block
Cc1nc2ccc(NC(=O)c3ccc(Cl)nc3)cc2s1 | 0.1 | 0.8
O=C(Oc1cccnc1)c1ccc(Cl)cc1 | -0.4 | 0.7
CCn1c(=O)c2cc(C(=O)N3CCN(C)CC3)sc2c2ccccc21 | 1.3 | 2.2
COc1cc(-c2csc(NC3CCCCC3)n2)cc(OC)c1OC | -0.3 | -0.02
Cc1ccc(S(=O)(=O)NCC(=O)OCc2ccccc2)cc1 | 0.0 | -0.58
CCN(CC)CCNC(=O)Cc1c(C(=O)O)n(CC)c2ccccc12 | -0.5 | -0.05
O=C(NCCNS(=O)(=O)c1cccc(C(F)(F)F)c1)c1cc(OCC(F)(F)F)ccc1OCC(F)(F)F | -1.0 | -0.2
O=C(c1ccc2ccccc2c1)N1CCN(c2ccc([N+](=O)[O-])c(N3CCOCC3)c2)CC1 | -0.9 | 1.7
COc1cc(/C=C2/SC(=S)N(CC3CCCO3)C2=O)ccc1O (stereo not given) | nt | -2.6
CCO[C@H]1OC(C(=O)N2CCN(Cc3ccc4c(c3)OCO4)CC2)=C[C@@H](c2ccc(Br)cc2)[C@@H]1CCCO | -0.8 | 0.34
COc1ccc(CCN2C(=O)CC(Cc3ccc(C)cc3)C2=O)cc1OC (stereo not given) | -0.5 | -1.6
O=C(COC(=O)C1=COCCO1)Nc1ncc(Cl)cc1Cl | -0.5 | 0.12
Cc1nn(C)c(C)c1NS(=O)(=O)c1ccccc1 | -2.0 | -0.73
CCOC(=O)CSCc1c(C#N)c2ccccc2n1C | -0.8 | nt
CC(C)(C)OC(=O)NCCCC[C@H](NC(=O)c1[nH]cnc1C(=O)Nc1ccc(CNC(=O)OC(C)(C)C)cc1)C(=O)OC(C)(C)C | 1.9 | nt
O=C1CSC(c2ccccc2F)N1 (stereo not given) | -1.4 | 0.53
COc1cccc(-n2c(SCC(=O)OC(C)C)nnc2-c2cccnc2)c1 | -1.0 | -1.3
CCOc1ccc(CCNC(=O)COC(=O)c2ccc(C)s2)cc1OCC | -1.3 | 0.72
O=C(N/N=C/c1ccc(-c2ccc(Cl)c(C(=O)O)c2)o1)c1cc2c(ccc3ccccc32)o1 | 3.2 | 0.32
COc1ccccc1CNC(=O)c1ccc2c(=O)n(CCCN3CCCC3=O)c(=S)[nH]c2c1 | 0.5 | 0

Single values from above.
O=C(c1ccc2ccccc2c1)N1CCN(c2ccc([N+](=O)[O-])c(N3CCOCC3)c2)CC1 | STK33 kinase inh = -0.9
Cc1nc2ccc(NC(=O)c3ccc(Cl)nc3)cc2s1 | STK33 kinase inh = 0.1
O=C(N/N=C/c1ccc(-c2ccc(Cl)c(C(=O)O)c2)o1)c1cc2c(ccc3ccccc32)o1 | Kir21 block = 0.32

(further entries)
SMILES | STK33 kinase inh | Kir21 block
CCOc1ccc(C(=O)C(C)OC(=O)c2cnc(C)cn2)cc1 (stereo not given) | -0.5 | 0.82
CC(C)n1nc(C(=O)OCC(=O)N(C)C2CCS(=O)(=O)C2)c2ccccc2c1=O (stereo not given) | -0.8 | 0.84
COC(=O)c1ccc(N=NNc2cccc(Br)c2)cc1 | -2.3 | nt
CC(C)c1nc(N2CCN(C(=O)c3ccccc3)CC2)c(C#N)c2c1COC(C)(C)C2 | -0.3 | -0.31
COc1ccc(CCNC(=O)c2cc([N+](=O)[O-])cc([N+](=O)[O-])c2)cc1OC | -0.7 | -1.2
Cc1ccnc(NS(=O)(=O)c2ccc(NC(=O)COc3ccccc3)cc2)n1 | nt | 0.57
O=C(NCC1CCCO1)C(c1ccc(F)cc1)N(Cc1ccc(F)cc1)C(=O)Cn1nnc(-c2cccs2)n1 (stereo not given) | -1.0 | -1
CC1CCN(C(=O)c2ccc(S(=O)(=O)Cc3ccccc3F)c([N+](=O)[O-])c2)CC1 | -0.4 | -0.01
CC(=O)c1cn(CCCCCCCn2cc(C(C)=O)c(=O)[nH]c2=O)c(=O)[nH]c1=O | -0.1 | 1.4
O=C(COc1ccccc1Cl)Nc1cccnc1 | 0.4 | 0.77
O=C(COC(=O)/C=C/c1ccc([N+](=O)[O-])cc1)NCc1ccco1 | -2.6 | 1.6
C=CCOC(=O)Nc1c(C(=O)OC)[nH]c2ccc(Cl)cc12 | 0.4 | -1
COc1ccc2oc(C(F)(F)C(F)F)cc(=O)c2c1 | 0.1 | -0.06
CCCc1cc(=O)oc2cc(C)cc(OCC(=O)Nc3cccnc3)c12 | 0.7 | -0.04
CCC(=O)Nc1ccc(S(=O)(=O)N2CCc3ccccc32)cc1 | -1.2 | -2.2
Cc1cccc(/C=C(\c2nc3ccccc3[nH]2)S(=O)(=O)c2ccccc2)c1 | nt | -0.09
Cc1nc(C)c(-c2csc(Nc3ccc(O)cc3C)n2)s1 | -0.3 | -0.2
Cc1ccc(C(=O)NCC(=O)NCCCc2ccccc2)cc1 | -0.7 | -1.9
Cn1c(OCc2cccnc2)nc2c1c(=O)n(Cc1ccc(Cl)cc1)c(=O)n2C | 0.6 | -0.33
O=C(NC1CCCCC1)N1CCN(C2CCCCC2)CC1 | -1.3 | 0.84

Part of the list above, reformatted.
STK33 kinase inh	Kir21 block	mol
0.4	-1	C=CCOC(=O)Nc1c(C(=O)OC)[nH]c2ccc(Cl)cc12
0.1	-0.06	COc1ccc2oc(C(F)(F)C(F)F)cc(=O)c2c1
0.7	-0.04	CCCc1cc(=O)oc2cc(C)cc(OCC(=O)Nc3cccnc3)c12

More results follow:
SMILES | STK33 kinase inh | Kir21 block
COc1cccc(CNC(=O)c2ccc(OCC(=O)N3CCOCC3)c(OC)c2)c1 | -1.0 | -0.75
CCOc1ncccc1C(=O)N(C)CC(=O)Nc1ccc(C)cc1 | -1.6 | 0.12
COc1cccc(CNc2nc3ccccc3n2CCN2CCCCC2)c1 | 0.0 | -0.11
CCOC(=O)CCSc1n[nH]c(=S)s1 | -4.6 | 1.8
CC1(C)CN=C(NC2CCCCC2)S1 | -0.5 | 1.1
NC(=O)c1ccc(Oc2ccc(-c3nnco3)cc2)c([N+](=O)[O-])c1 | 0.9 | 0.21
CCCCNC(=O)C1(O)c2cc(Br)ccc2NC(=O)N1c1cccc(OC)c1 (stereo not given) | -0.6 | -1.9
Cc1oc(CC(C)C)cc1C(=O)Nc1ccc(C(=O)O)cc1 | -0.8 | -0.26
COc1ccc(OCC(=O)NNC(=O)c2ccc(-c3ccccc3)cc2)cc1 | -2.8 | -4.2
Cc1ccc(Cl)c(OCC(=O)OC(C)C(=O)NC2CC2)c1 (stereo not given) | -0.5 | 2.5
Cc1cc(N2CCCCC2)nc2ccccc12 | -1.5 | -1.1
CCOC(=O)c1sc(=S)sc1SCc1cccc(C(F)(F)F)c1 | -0.1 | 1.1
O=C(Nc1ccccc1)N1CCCN(c2ccc(C(F)(F)F)cc2[N+](=O)[O-])CC1 | 0.7 | -3.3
O=C(CCC(=O)c1cccs1)OCC(=O)N1CCN(S(=O)(=O)c2ccccc2)CC1 | -1.4 | 0.15
O=C(NCCCn1ccnc1)C(=O)NCc1ccccc1 | -1.4 | 0.32
NCCCC[C@@H](C(=O)NCCCCCCCCCCC(=O)N1CCNCC1)n1cc(CCO)nn1 | 1.7 | nt
Cc1c(NC(=O)c2cc(=O)[nH]c3ccccc23)c(=O)n(-c2ccccc2)n1C | -0.3 | -0.67
CCOc1ccc(CCNC(=O)COC(=O)c2cc(OC)cc(OC)c2)cc1OCC | -0.2 | -0.02
O=C1CC(c2ccccc2)c2cc(O)ccc2O1 (stereo not given) | -0.4 | -0.14
COc1cccc(NC(=O)CCN2CCN(C)CC2)c1 | 1.6 | -0.58
CCOc1ccc(NC(=O)c2ccc(CNc3c(N4CCCC4)c(=O)c3=O)cc2)cc1 | -0.2 | 1.1
Oc1ccc(/C=N/N2CCN(C3c4ccccc4-c4ccccc43)CC2)cc1 | -1.3 | 1.1
COC(=O)c1c(C)[nH]c(-c2csc(N)n2)c1C | 0.9 | 1.1
Cc1ccc2[nH]c(=O)c(CN(CCCN3CCOCC3)C(=O)Nc3cccc(Cl)c3)cc2c1 | 0.4 | -3.1
CC(=O)c1c(C)[nH]c(C(=O)CSc2nnc3ccccn23)c1C | -1.0 | 0.23
CCCN1CCN(CCCNC(=S)Nc2ccc3nc(N4CCN(CC)CC4)cc(C)c3c2)CC1 | 0.2 | -0.12
CCN(CC)S(=O)(=O)c1ccc2c(c1)N(CC(=O)N(CCc1ccncc1)C(C)C)C(=O)CO2 | -1.9 | -0.41
O=C(O)c1sccc1Oc1ccc(NS(=O)(=O)c2ccc(Cl)cc2)cc1 | -2.5 | -0.18
Cc1ccccc1CNC(=O)CCc1ccccc1 | 0.0 | 0.13
CCOc1cc(N2CCOCC2)c(OCC)cc1NC(=O)c1c(-c2ccccc2Cl)noc1C | -2.3 | 2.1
COc1ccc(OC)c(C2C(C(C)=O)=C(C)Nc3ncnn32)c1 (stereo not given) | 0.3 | 1.4
Cn1cc([N+](=O)[O-])c(C(=O)Nc2ccc3nc(-c4ccccc4)[nH]c3c2)n1 | 5.4 | 1.2
CC(=O)N1N=C(c2ccccc2O)CC1c1cccs1 (stereo not given) | -0.1 | -0.34
O=c1c(C(c2ccc(F)cc2)c2c(O)nc3n(c2=O)CCCS3)c(O)nc2n1CCCS2 | -0.1 | 2
CCOC(=O)CCc1nc2ccccc2[nH]c1=O | -1.3 | -0.48
CCS(=O)(=O)N1CCC(C(=O)NCc2cccnc2)CC1 | -1.6 | -0.03
CN1C(=O)CC(c2cn(Cc3ccccc3)c3ccccc23)C1=O (stereo not given) | -2.4 | 0.64
Nc1ccc(N=Nc2ccccc2O)c(N)c1 | 33* | -0.04
Cc1nn(-c2ccccc2)c(N2CCCC2)c1/C=N/Nc1ccc(S(N)(=O)=O)cc1[N+](=O)[O-] | -0.5 | -0.61
O=C(O)c1cc(-c2ccc(/C=N/N3C(=O)C4C5C=CC(CC5)C4C3=O)o2)ccc1Cl (stereo not given) | -1.1 | 0.36
Cc1ccsc1-c1nc(C(N)=O)c2[nH]c(=O)n(-c3ccc(Cl)cc3)c2n1 | -2.2 | -2.7
O=C(CN1CCOCC1)Nc1scc2c1c(=O)oc1ccccc12 | 0.3 | 0.86
Cc1cccc(OCc2nnc(SC(C)C(=O)O)n2Cc2ccccc2)c1 (stereo not given) | -0.4 | -1
Cc1ccc(C(=O)c2c3ccc([N+](=O)[O-])cc3[n+]([O-])n2CCCN)cc1 | -0.5 | 0.15
CC1CCN(S(=O)(=O)c2ccc(Br)s2)CC1 | -0.2 | 0.5
COc1cc(CC(=O)NCc2ccc3c(c2)OCO3)cc(OC)c1OC | -1.0 | -0.12
CCN(CC)S(=O)(=O)c1cc(NC(=O)CCc2c(C)noc2C)ccc1C | -2.6 | nt
COc1ccc(C2CC(c3ccc(Cl)cc3)n3nc(N)nc3N2)cc1 (stereo not given) | -2.1 | 0.72
Cc1ccc(CCNC(=O)C2CCN(S(=O)(=O)c3ccc4c(c3)NC(=O)C(C)S4)CC2)cc1 (stereo not given) | 1.4 | 1.2
CCS(=O)(=O)c1ccc(O)c(NC(=O)CCCC(=O)O)c1 | 0.1 | -0.91
Cc1cccn2c(=O)c3cc(C(=O)N4CCCCC4C)sc3nc12 (stereo not given) | -0.4 | nt
O=C1CCCC2=C1C(c1ccncc1)n1c(nc3ccccc31)N2 (stereo not given) | -0.4 | -0.99
Cc1ccc(C)c2c1[nH]c1ccc([N+](=O)[O-])cc12 | -1.8 | -0.47
COc1cc(C(=O)Nc2nc3ccc4nc(C)sc4c3s2)cc(OC)c1OC | -1.2 | 0.74
Cc1cc(C(=O)NC2Cc3ccccc3C2)c(C)o1 | -2.5 | 0.81
COc1cccc(C(=O)NCc2ccc3c(c2)OCO3)c1OC | 0.7 | 2
Cc1ccc(C)c2sc(NC(=O)c3ccc(N4C(=O)CCC4=O)cc3)nc12 | -0.6 | 0.55
COc1cccc(N(CC(=O)N2CCN(C)CC2)S(=O)(=O)c2ccc(C)cc2)c1 | -1.6 | -0.64
COCc1cc(=O)[nH]c(/N=C(\N)Nc2ccc(C)cc2C)n1 | 0.0 | 0
O=C(CN(Cc1ccc2c(c1)OCO2)C(=O)CNS(=O)(=O)c1ccccc1)NCC1CCCO1 (stereo not given) | -2.0 | -0.21
(more compounds)
SMILES | STK33 kinase inh | Kir21 block
CC1CC(C)(C)CC2(C1)NC(=O)N(CC(=O)OCc1ccc(Br)cc1)C2=O (stereo not given) | -0.5 | nt
Cc1cccc(Nc2n[nH]c(=S)s2)c1C | -0.4 | 0.37
CC(=O)Nc1ccc(C#Cc2ccc(NC(C)=O)cc2)cc1 | -0.2 | -0.41
Cc1noc(C(=O)NC2CCCCC2)c1Cl | -2.2 | -0.22
Cc1ccc(NC(=S)N(CCCN2CCN(C)CC2)Cc2cccs2)cc1 | -1.2 | -1.6
COc1ccc(/C=C2\SC(=S)N(CCC(=O)Nc3ccc(C(=O)O)cc3)C2=O)cc1 | 0.2 | -0.37
c1ccc(NC(=NCc2ccco2)c2ccccc2)cc1 | -0.4 | -0.22
CC(Cn1cncn1)NC(=O)c1cc(COc2cccc(C(F)(F)F)c2)on1 (stereo not given) | 0.4 | -0.13
O=C(Nc1ccc(Cl)c(Cl)c1)N1CCCCCC1 | -2.0 | 0.13
CN1/C(=C/C(=O)C2CCC2)Sc2ccccc21 | 2.4 | -0.1
Cc1ccc(CCNS(=O)(=O)c2cc3c(cc2C)n(C)c(=O)c(=O)n3C)cc1 | nt | -1.6
COc1cc(Br)cc(-c2nc3c(c(=O)[nH]c(=O)n3Cc3ccccc3)n2C)c1O | 0.1 | 1.5

Some of the entries above, set out differently.
> Cc1ccc(NC(=S)N(CCCN2CCN(C)CC2)Cc2cccs2)cc1
  STK33 kinase inh: -1.2	Kir21 block: -1.6

> COc1ccc(/C=C2\SC(=S)N(CCC(=O)Nc3ccc(C(=O)O)cc3)C2=O)cc1
  STK33 kinase inh: 0.2	Kir21 block: -0.37

> c1ccc(NC(=NCc2ccco2)c2ccccc2)cc1
  STK33 kinase inh: -0.4	Kir21 block: -0.22

> CC(Cn1cncn1)NC(=O)c1cc(COc2cccc(C(F)(F)F)c2)on1 (stereo not given)
  STK33 kinase inh: 0.4	Kir21 block: -0.13

Source: PubChem (several laboratories)
